# Screening results: PubChem, Broad Institute
# INS-1E GSIS act: GLuc luminescence reporter in INS-1E cells, primary screen for activators of glucose-dependent secretion of insulin; INS-1E GLuc reporter insulin secretion, 2-3 h; activation, % at 16.6 µM; 0.61% of 370,000 active; AID 743287;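 active means lowest replicate activation of at least 40%, so every replicate reaches that level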;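 further: 0% = median of neutral control wells and 100% = median of IBMX positive control wells; some compounds called inactive have numbers as strong as hits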
# E-sel inducer: induces E-selectin expression in human endothelial cells. P16581. AID 686992. activation, % at 7.58 µM. 0.37% of 260,000 active. HUVEC E-selectin immunofluorescence imaging; normalized: neutral wells 0, TNF-alpha wells 100;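 active means mean E-selectin-positive cell signal at least 10% of the positive control, reached in at least 60% of replicates, without over 20% cell loss; inconclusive means no rule given, readout overlaps actives, possibly toxicity-flagged; inactive means the rest, including those meeting only one limit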;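 further: in these data hits start at about 27%; measured in HUVEC primary endothelial cells; signal is the percent of cells scored E-selectin positive by PE staining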
# Target sequence (P16581 whole entry, looked up): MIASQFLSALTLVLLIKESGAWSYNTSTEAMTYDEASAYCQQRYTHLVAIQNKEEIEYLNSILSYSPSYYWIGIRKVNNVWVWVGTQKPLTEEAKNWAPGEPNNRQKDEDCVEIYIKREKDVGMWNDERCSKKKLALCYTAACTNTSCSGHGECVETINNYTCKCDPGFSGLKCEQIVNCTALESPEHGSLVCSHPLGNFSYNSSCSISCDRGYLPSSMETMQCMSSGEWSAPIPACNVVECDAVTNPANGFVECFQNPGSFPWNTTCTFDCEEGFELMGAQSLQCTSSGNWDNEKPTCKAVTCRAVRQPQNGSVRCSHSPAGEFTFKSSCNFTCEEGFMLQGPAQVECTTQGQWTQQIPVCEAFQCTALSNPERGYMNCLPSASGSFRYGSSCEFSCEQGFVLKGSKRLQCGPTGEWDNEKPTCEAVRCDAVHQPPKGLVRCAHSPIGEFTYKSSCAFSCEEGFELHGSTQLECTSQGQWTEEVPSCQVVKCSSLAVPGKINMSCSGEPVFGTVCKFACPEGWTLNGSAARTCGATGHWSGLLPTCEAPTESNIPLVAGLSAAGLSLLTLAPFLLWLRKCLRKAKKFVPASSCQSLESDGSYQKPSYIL
#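 Test system: HUVEC; input: 3,000 HUVEC/well; measured by: immunofluorescence imaging; read-out: % PE-positive cells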
# DENV2 CPE: protects cells from dengue virus 2 cytopathic effect; DENV2-infected cells, cytopathic effect rescue, plate reader; CPE inhibition, % at 9.99 µM; 1.7% of 350,000 active; in the data active means CPE inhibition above about 20%, passing the limit was not always enough; inconclusive means no clear call, values can overlap the other calls; tested in BHK-21 cells;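 further: 0% = median of neutral control wells and 100% = median of positive control wells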
# RAD52 inh: inhibitors of human RAD52 DNA annealing; P43351; recombinant RAD52 DNA annealing, FRET fluorescence; inhibition, % at 18.7 µM; 0.46% of 360,000 active;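 active means every replicate showing at least 50% inhibition; inconclusive means mean inhibition at least 50% but not in every replicate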
# Target sequence (P43351 whole entry, looked up): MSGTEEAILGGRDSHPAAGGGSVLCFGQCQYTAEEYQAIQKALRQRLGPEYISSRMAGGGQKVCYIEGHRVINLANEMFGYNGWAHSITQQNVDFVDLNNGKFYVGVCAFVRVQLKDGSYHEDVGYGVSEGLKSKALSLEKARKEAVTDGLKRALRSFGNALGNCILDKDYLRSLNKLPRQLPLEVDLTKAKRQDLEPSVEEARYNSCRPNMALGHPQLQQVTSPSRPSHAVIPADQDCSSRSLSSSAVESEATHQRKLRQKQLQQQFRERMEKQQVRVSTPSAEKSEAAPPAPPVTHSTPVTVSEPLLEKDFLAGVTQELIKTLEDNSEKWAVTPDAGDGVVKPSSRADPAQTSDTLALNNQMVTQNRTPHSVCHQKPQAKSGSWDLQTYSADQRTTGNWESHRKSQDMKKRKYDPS
# RAD54 inh: blocks human RAD54 Holliday junction branch migration | inhibition, % at 10.4 µM | FAM/BHQ fluorescence | 0.14% of 360,000 active;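 active means mean normalized replicate activity at least 40 and at least half of replicates scoring 40 or more; inconclusive means only one of the two criteria met; inactive means mean below 40 and under half of replicates reaching 40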;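 further: 0% = median of neutral control wells and 100% = median of positive control wells; inhibitors cause a drop in the FAM fluorescence signal; in these data hits start at about 50%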
# CFTR F508del cor: CFTR F508del correction in bronchial cells; CFBE cells, YFP halide quenching; stimulated with forskolin plus potentiator P3; % fluorescence drop versus neutral controls; activity (quench increase), % at 7.58 µM; 0.36% of 350,000 active;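 active means mean added fluorescence quench of at least 8% versus neutral control, with both replicates also reaching 8%; inconclusive means only one of the mean or replicate conditions met; inactive means mean below 8% and not both replicates reaching 8%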;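 further: cells transiently co-express mutant CFTR-F508del with the halide-sensitive YFP; corrector assay measuring rescue of mutant channel to the surface after 24 h compound exposure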
# Xi reactivation: reactivates the inactive X chromosome in mouse fibroblasts | 0.055% of 360,000 active | XiGFP mouse fibroblasts, % GFP-positive cells imaging, 3 d; cells co-treated with 5-aza-dC sensitizer; scaled so ellipticine positive control = 100% | activation, % at 7.58 µM;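 active means mean normalized replicate activation at least 10% and every replicate at or above 10%; inconclusive means only one of the two criteria met; inactive means mean below 10% and not all replicates reach 10%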;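 further: 0% = median of on-plate neutral control wells and 100% = ellipticine 6 µM median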
#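 System: 68-5-11 XiGFP fibroblast line; Timing: 3 days compound exposure; Compound dosing: one concentration, pinned; Benchmarks: positive control ellipticine, 6 µM final; Buffer or medium: DMEM containing 5-aza-dC.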
# CASP6 VEID inh: blocks human caspase-6 cleavage activity. purified caspase-6, Z-VEID-R110 cleavage fluorescence. P55212. 0.53% of 350,000 active. AID 686996. inhibition, % at 12.5 µM;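 active means mean inhibition across replicates at least about 35%, with every replicate also reaching that limit, limit read from the data; inconclusive means only one of the two criteria met; inactive means neither criterion met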;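 further: 0% = median of neutral control wells and 100% = no fluorescence left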
# An asterisk follows results filed as active; ? = inconclusive; nt = not tested or not shown; & = joins results of further samples.
1	COc1cc(CNc2nc3ccccc3n2Cc2ccccc2)ccc1O
2	C[C@H](CO)N1C[C@H](C)[C@@H](CN(C)Cc2ccc(C(=O)O)cc2)OCCCC[C@H](C)Oc2ccc(NC(=O)Nc3ccc(F)cc3)cc2C1=O
3	O=C(Cc1ccccn1)NCC[C@@H]1CC[C@H](NC(=O)Nc2ccc(Cl)cc2)[C@H](CO)O1
4	O=C(N[C@H]1CC[C@H](CCn2cc(C3(O)CCCC3)nn2)O[C@@H]1CO)C1CCOCC1
5	CCOC(=O)[C@]12CCCC=C1N(CCC1=CCCCC1)C(=O)[C@H](CC(=O)N1CCN(C(=O)C3CC3)CC1)C2
6	Cc1onc(-c2c(F)cccc2Cl)c1C(=O)NCc1ccc(F)cc1
7	O=[N+]([O-])c1ccc(N2CCCC2)nc1
8	COc1ccc(CCN2CC(C(=O)N(C)CCn3nc(C)cc3C)CCC2=O)cc1 (configuration not stated)

compound no.,1,2,3,4,5,6,7,8
INS-1E GSIS act,nt,14,6,-2,-8,21,nt,17
E-sel inducer,nt,-0.1,-0.5,-0.3,0.2,0.3,2.0,nt
DENV2 CPE,1,3,-4,-1,20,0,-4,0
RAD52 inh,2,3,1,-5,-6,3,-6,-17
RAD54 inh,1,-6,3,-12,nt,nt,1,-15
CFTR F508del cor,nt,-0.2,3.6,-0.2,-0.5,-3.8,0.4,-4.8
Xi reactivation,0.0,-1.1,0.2,0.0,-0.1,0.1,0.0,0.0
CASP6 VEID inh,-1,-2,2,1,-2,2,-2,-1

9	COc1ccccc1C(=O)NCCC(=O)NC1CCC(C)CC1 (configuration not stated)
10	O=C(O)c1cc(NC(=S)NC(=O)C(c2ccccc2)c2ccccc2)ccc1Cl
11	CCOC(=O)c1[nH]c(C)c(C(=O)N2CCN(c3ccccc3OC)CC2)c1C
12	CCN1CCN(C(=O)CSc2nc3c(c(=O)n(C)c(=O)n3C)n2C)CC1
13	CS(=O)(=O)N1CC2(C1)[C@@H](c1ccccc1)[C@@H](CO)N2C(=O)c1ccccc1
14	COc1ccccc1COc1cccn2c(N(C)C(=O)CCC3CCCC3)c(C)nc12
15	Cc1cc(C)c(NC(=O)CSc2nc3ccc(NC(=O)CSc4nnnn4-c4ccccc4)cc3s2)c(C)c1
16	C[C@@H]1CN([C@@H](C)CO)C(=O)c2cc(/C=C/c3ccccc3)cnc2O[C@H]1CN(C)C(=O)C1CCOCC1

compound no.,9,10,11,12,13,14,15,16
INS-1E GSIS act,14,-2,-16,7,7,-34,4,-9
E-sel inducer,nt,-0.2,-7.6,-0.2,0.3,-0.4,-1.2,0.6
DENV2 CPE,11,-2,1,-6,-5,-11,-10,-1
RAD52 inh,-3,-5,-17,12,8,-44,-14,6
RAD54 inh,-14,nt,-1,-7,nt,-1,nt,0
CFTR F508del cor,-2.3,-2.6,0.7,-2.4,2.9,-1.2,-1.6,-1.2
Xi reactivation,0.0,0.0,0.1,0.0,0.0,0.0,0.0,2.3
CASP6 VEID inh,-2,6,3,4,-4,7,-1,4

17	C[C@H](CO)N1C[C@H](C)[C@@H](CN(C)Cc2ccccc2)Oc2ccc(NC(=O)CCCCCC(=O)Nc3ccccc3N)cc2C1=O
18	C[C@H]1CN([C@@H](C)CO)C(=O)c2cc(NS(=O)(=O)c3cn(C)cn3)ccc2O[C@H]1CN(C)C(=O)Nc1ccc(C(F)(F)F)cc1
19	C/C=C/c1ccc2c(c1)O[C@H](CN(C)C(C)=O)[C@@H](C)CN([C@@H](C)CO)S2(=O)=O
20	Cc1c(C)n2c(SCC(=O)NC3CCCCC3)nnc2[nH]c1=O
21	Cc1ccc(NC(=O)C2CCCN(C(=O)c3ccc(Cl)cc3)C2)c(C)c1 (configuration not stated)
22	CCN1CCN(Cc2ccc(NC(=O)c3cc(NC(=O)c4cnn(-c5ccccc5)c4N)cc(OC)c3)cc2C(F)(F)F)CC1
23	COCCNS(=O)(=O)c1ccc(C)c(C)c1C
24	Cc1cccc(C)c1OCc1cc(C(=O)N(C)Cc2cc(C3CC3)n[nH]2)no1

compound no.,17,18,19,20,21,22,23,24
INS-1E GSIS act,12&4,7,4,9,2,-2,-5,-25
E-sel inducer,0.2&-0.8,-3.3,1.8,0.1,2.1,-0.1,nt,-0.9
DENV2 CPE,-10,7,2,-3,-3,82*,-8,-4
RAD52 inh,-19,6,18,-11,-22,6,-10,-10
RAD54 inh,6,3,2,nt,-3,-24,nt,-2
CFTR F508del cor,-0.5,-1.4,-0.2,1.7,-6.3,-6.2,0.7,-0.7
Xi reactivation,-0.2&0.1,-0.8,-0.5,-0.2,0.1,-0.3,0.2,0.0
CASP6 VEID inh,nt,2,-2,-1,0,-14,-5,2

25	COC(=O)c1c(-c2c(Cl)cccc2Cl)noc1NC(=O)N(C)C
26	CC(=O)N(C)C[C@H]1[C@H](c2ccc(C3=CCCCC3)cc2)[C@H](CO)N1CC1CC1
27	COC(=O)[C@]12CCCCC=C1N(Cc1ccco1)C(=O)[C@H](CC(=O)NCCC(C)C)C2
28	Cc1ccnc2nc(C(=O)Nc3nc(-c4ccccn4)cs3)nn12
29	CCCCNc1c(-c2ccc(SC(C)CC)c(OC)c2)nc2ccc(Cl)cn12 (configuration not stated)
30	COCCNC(=O)C[C@H]1C=C[C@@H](NS(=O)(=O)c2ccc(C)cc2)[C@@H](CO)O1
31	CC1([N+](=O)[O-])COC2(OC1)C(=O)Nc1ccccc12 (configuration not stated)
32	C[C@@H]1CN([C@@H](C)CO)C(=O)c2cc(C3=CCCCC3)cnc2O[C@H]1CN(C)Cc1ccncc1

compound no.,25,26,27,28,29,30,31,32
INS-1E GSIS act,5,-14,-22,11,28,9,2,2
E-sel inducer,nt,0.2,0.1,1.5,0.0,0.1,nt,0.4
DENV2 CPE,-2,-5,18,-3,-9,2,3,-2
RAD52 inh,-4,18,-9,-31,-9,12,-15,15
RAD54 inh,nt,-2,nt,nt,6,1,2,-2
CFTR F508del cor,-1.1,0.4,-2.3,-1.3,-2.2,-4.5,-0.3,-1.4
Xi reactivation,0.1,0.0,-0.1,-0.1,0.0,-0.1,0.0,-1.9
CASP6 VEID inh,-1,0,5,0,-5,-2,3,-1

# Single records (already shown). Screens in order: INS-1E GSIS act, E-sel inducer, DENV2 CPE, RAD52 inh, RAD54 inh, CFTR F508del cor, Xi reactivation, CASP6 VEID inh
# `CCN1CCN(C(=O)CSc2nc3c(c(=O)n(C)c(=O)n3C)n2C)CC1` reads 7, -0.2, -6, 12, -7, -2.4, 0.0, 4
# `Cc1c(C)n2c(SCC(=O)NC3CCCCC3)nnc2[nH]c1=O` reads 9, 0.1, -3, -11, nt, 1.7, -0.2, -1

# The main list resumes; the 3 compounds before the break are reprinted first.
30	COCCNC(=O)C[C@H]1C=C[C@@H](NS(=O)(=O)c2ccc(C)cc2)[C@@H](CO)O1
31	CC1([N+](=O)[O-])COC2(OC1)C(=O)Nc1ccccc12 (configuration not stated)
32	C[C@@H]1CN([C@@H](C)CO)C(=O)c2cc(C3=CCCCC3)cnc2O[C@H]1CN(C)Cc1ccncc1
33	COc1ccc2[nH]c(=O)c(CN(Cc3ccco3)C(c3nnnn3Cc3ccccc3)C(C)C)cc2c1 (configuration not stated)
34	CCOc1ccccc1NC(=O)C1CCN(c2nc(-c3ccc(OC)cc3)no2)CC1
35	COc1ccccc1N(C)S(=O)(=O)c1ccc(C(=O)NC2CCCCC2)cc1
36	Cc1cc(C)c2oc(-c3cccc(N)c3)nc2c1
37	COc1ccc(NC(C)=O)cc1S(=O)(=O)N1CCc2ccccc21
38	CCCC(=O)Nc1ccc2c(c1)OC[C@H](C)N(C(=O)c1cnccn1)C[C@H](C)[C@H](OC)CN(C)C2=O
39	CCCc1nn2c(=O)cc(CSCC(=O)Nc3ccccc3)nc2s1
40	CCOc1ccccc1N1CCN(C(=O)c2ccc3[nH]c(C)c(C)c3c2)CC1

compound no.,30,31,32,33,34,35,36,37,38,39,40
INS-1E GSIS act,9,2,2,-21,nt,nt,nt,-4,2,nt,10
E-sel inducer,0.1,nt,0.4,nt,nt,1.1,nt,nt,0.7,nt,nt
DENV2 CPE,2,3,-2,nt,4,-5,-3,-1,-4,?,7
RAD52 inh,12,-15,15,-41,7,-6,-24,3,5,-8,-19
RAD54 inh,1,2,-2,-12,-4,8,-3,5,-7,-2,-5
CFTR F508del cor,-4.5,-0.3,-1.4,nt,1.0,-0.7,-0.1,-6.1,0.9,-1.2,4.8
Xi reactivation,-0.1,0.0,-1.9,nt,0.3,-0.4,0.1,0.0,0.3,0.4,0.0
CASP6 VEID inh,-2,3,-1,2,-2,0,0,-2,0,0,1

41	CN(CC(=O)Nc1ccc(F)cc1)C(=O)COC(=O)CCN1C(=O)C2CC=CCC2C1=O (configuration not stated)
42	C[C@H]1CN([C@@H](C)CO)C(=O)Cc2cc(NC(=O)Nc3ccc(F)cc3)ccc2O[C@@H]1CN(C)C(=O)Nc1ccccc1
43	Cc1ccc2cc(CCNC(=O)C3CCCCC3)c(=O)[nH]c2c1C
44	O=C(C[C@@H]1CC[C@H]2[C@@H](COC[C@H](O)CN2C(=O)c2ccccc2F)O1)N1CCN(c2ccccc2)CC1
45	CCOc1cc(C2C(C(C)=O)=C(O)C(=O)N2CCc2c[nH]c3ccccc23)ccc1O (configuration not stated)
46	CC(C)n1cc(C#N)c(N)n1
47	Cc1noc(C)c1NC(=O)N(C)C[C@H]1Oc2c(NC(=O)c3ccncc3)cccc2C(=O)N([C@@H](C)CO)C[C@H]1C
48	Cc1nn(Cc2ccccc2)c(C)c1NC(=O)c1ccc([N+](=O)[O-])cc1[N+](=O)[O-]

compound no.,41,42,43,44,45,46,47,48
INS-1E GSIS act,2,-2,nt,12,1,27,11,nt
E-sel inducer,-2.4,nt,0.0,0.1,nt,0.0,9.6,nt
DENV2 CPE,-6,-2,?,-7,?,3,-3,-1
RAD52 inh,-14,1,-15,-10,-7,-6,-9,0
RAD54 inh,0,-7,8,4,nt,nt,4,-2
CFTR F508del cor,0.4,-0.3,3.2,1.0,-1.6,0.4,-0.6,-3.4
Xi reactivation,0.2,-0.5,0.4,-0.1,0.0,0.2,0.2,0.0
CASP6 VEID inh,-1,2,1,-3,1,2,-1,0

49	CCCNC(=O)N(C)C[C@H]1Oc2ncc(C#C[C@@H](C)O)cc2C(=O)N([C@H](C)CO)C[C@@H]1C
50	C[C@]1(C2CCCC2)Cc2cc(OCC(=O)O)c(Cl)c(Cl)c2C1=O
51	CC(C)(C)CC(C)(C)N=C1NS(=O)(=O)c2cc([N+](=O)[O-])ccc21
52	C[C@H]1CN([C@@H](C)CO)C(=O)c2cc(NC(=O)Nc3ccccc3)ccc2O[C@@H]1CN(C)Cc1ccccc1

compound no.,49,50,51,52
INS-1E GSIS act,15,nt,-14,0
E-sel inducer,-0.1,0.7,nt,-0.1
DENV2 CPE,-6,3,3,nt
RAD52 inh,-4,-2,9,nt
RAD54 inh,-1,5,nt,nt
CFTR F508del cor,1.9,1.5,-0.6,0.6
Xi reactivation,0.0,-0.1,0.0,0.1
CASP6 VEID inh,-2,5,nt,nt
